CHT inh – inhibits the human high affinity choline transporter; Q9GZV3; CHT-expressing cells, membrane potential dye, choline response; stronger effect = lower value; 310,000 tested, 0.86% active; B-score at 10 µM;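 active = B-score over 3 SD under the library average, and starting fluorescence ratio not unusually high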;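 also: choline stimulus applied at its EC90 after an EC20 pre-addition; B-score computed on integrated fluorescence ratio after choline addition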
Target sequence (Q9GZV3 whole entry, looked up): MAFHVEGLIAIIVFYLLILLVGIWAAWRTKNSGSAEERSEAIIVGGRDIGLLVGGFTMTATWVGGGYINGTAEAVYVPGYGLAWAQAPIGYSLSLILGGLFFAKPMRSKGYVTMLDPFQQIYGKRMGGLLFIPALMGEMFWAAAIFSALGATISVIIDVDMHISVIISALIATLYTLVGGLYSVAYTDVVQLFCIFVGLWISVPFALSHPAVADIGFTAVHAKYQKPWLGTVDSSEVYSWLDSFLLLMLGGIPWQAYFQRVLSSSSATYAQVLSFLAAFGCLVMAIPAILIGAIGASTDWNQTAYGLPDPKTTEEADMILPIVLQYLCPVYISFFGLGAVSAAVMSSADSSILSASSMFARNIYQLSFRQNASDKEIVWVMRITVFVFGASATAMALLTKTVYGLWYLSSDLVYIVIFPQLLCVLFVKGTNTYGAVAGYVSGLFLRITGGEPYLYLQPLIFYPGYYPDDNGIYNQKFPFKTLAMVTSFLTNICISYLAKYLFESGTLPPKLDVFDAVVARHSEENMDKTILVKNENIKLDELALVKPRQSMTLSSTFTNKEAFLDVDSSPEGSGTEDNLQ
Kir21 block – inhibitors of mouse Kir2.1 inward-rectifier potassium channel; HEK293-Kir2.1, FluxOR thallium flux fluorescence; stronger effect = lower value; B-score at 10 µM; 310,000 tested, 0.85% active; AID 1672;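 active = fluorescence ratio B-score at or below minus 3 SD of library scores, with starting-brightness B-score within 2 SD, cut at about -4.2 in these data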;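 also: channel flux triggered by added potassium and thallium sulfate stimulus; B-score of peak minus minimum fluorescence over baseline after thallium stimulus; more negative B-score means stronger Kir2.1 block with less thallium influx; some compounds called inactive have numbers as strong as hits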
Target sequence (P35561 whole entry, looked up): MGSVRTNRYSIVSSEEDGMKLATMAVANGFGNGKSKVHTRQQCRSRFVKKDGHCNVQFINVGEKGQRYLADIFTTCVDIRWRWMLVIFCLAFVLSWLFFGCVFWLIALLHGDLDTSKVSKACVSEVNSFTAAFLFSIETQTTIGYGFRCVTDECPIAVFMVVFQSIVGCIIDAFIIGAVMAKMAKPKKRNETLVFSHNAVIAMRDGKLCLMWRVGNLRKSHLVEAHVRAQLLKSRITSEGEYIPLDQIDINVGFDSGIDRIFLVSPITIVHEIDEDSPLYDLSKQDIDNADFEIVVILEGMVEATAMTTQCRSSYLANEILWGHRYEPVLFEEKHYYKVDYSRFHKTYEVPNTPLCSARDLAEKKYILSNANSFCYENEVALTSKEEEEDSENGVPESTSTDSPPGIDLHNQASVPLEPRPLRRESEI
* marks the source's active call; other numbers are inactive results; i = inactive; . = no result given; & = joins results of further samples.

The opening 5 compounds, to show the layout:
SMILES | CHT inh | Kir21 block
Cc1[nH]nc(N2CCCCC2)c1[N+](=O)[O-] | i | -0.1
CC1CCCC(NC(=O)c2cccc(S(=O)(=O)N3CCCCC3)c2)C1C (stereo unspecified) | i | 1.9
CCC(c1nnc(SCC(=O)Nc2ccc(Cl)cc2C(F)(F)F)n1C1CCCCC1)N(C)C (stereo unspecified) | i | 0.23
CCNC(=O)CCn1nc(-c2ccc(Cl)cc2)c2ccccc2c1=O | i | -1.73
CNC(=O)c1ncnnc1N(C)C(=O)NCc1ccccc1 | i | -0.57

The whole of this part, from the first entry:
SMILES | CHT inh | Kir21 block
Cc1[nH]nc(N2CCCCC2)c1[N+](=O)[O-] | i | -0.1
CC1CCCC(NC(=O)c2cccc(S(=O)(=O)N3CCCCC3)c2)C1C (stereo unspecified) | i | 1.9
CCC(c1nnc(SCC(=O)Nc2ccc(Cl)cc2C(F)(F)F)n1C1CCCCC1)N(C)C (stereo unspecified) | i | 0.23
CCNC(=O)CCn1nc(-c2ccc(Cl)cc2)c2ccccc2c1=O | i | -1.73
CNC(=O)c1ncnnc1N(C)C(=O)NCc1ccccc1 | i | -0.57
CC1=C(OC(=O)c2ccccc2)C(C)(C)C(c2ccccc2)OC1=O (stereo unspecified) | i | -0.24
COC(=O)COc1ccc(S(=O)(=O)Nc2cc(OC)ccc2OC)cc1 | . | 0.48
CCN(CC)CCN(C(=O)c1ccc2c(c1)OCCO2)c1nc2ccc(C)cc2s1 | i | 0.91
CCOc1ncccc1C(=O)OCC(=O)c1ccc(C)c(C)c1 | i | 0.02
COc1ccc(NC(=O)c2cccnc2)cc1 | i | -0.1
O=C(CC1C(=O)NCCN1Cc1ccc(F)c(F)c1)NCCCn1ccnc1 (stereo unspecified) | i | 0.05
CCCCCCCC(=O)OC(CN1CCCCC1)CN1CCCC1=O (stereo unspecified) | i | -0.06
CCCCCCc1c(C)nc(-n2[nH]c(C)c(CCO)c2=O)[nH]c1=O | i | -0.75
Cc1cccc(-n2c(N)c(C(=O)NCCN3CCOCC3)c3nc4ccccc4nc32)c1 | i | -0.01
O=C(Nc1ccccc1)Nc1cccc(Cl)c1Cl | i | -1.05
Cc1cc(C(=O)COC(=O)c2ccc([N+](=O)[O-])o2)c(C)n1CC1CCCO1 (stereo unspecified) | i | -0.35
COc1ccc(C(=O)C2CCN(C(=O)Nc3ccccc3C)CC2)cc1 | i | -0.17
O=[N+]([O-])c1cccc(S(=O)(=O)Nc2ccc(S(=O)(=O)NCC3CCCO3)cc2)c1 (stereo unspecified) | i | 1.86
COC(=O)c1cc(S(=O)(=O)NCC2CCN(Cc3ccc(F)cc3)CC2)c[nH]1 | i | -0.45
O=C(NCCCc1ccccc1)c1ccccc1O | i | 0.92
CCc1c(C)sc(NC(=O)c2cc(-c3ccco3)on2)c1C#N | i | -0.4
O=C1NC(=S)/C(=C\c2ccc(-c3ccccc3Cl)o2)S1 | i | -1.28
COc1ccc(NC(=O)C(NC(=O)Cc2cccs2)c2ccccc2)cc1 (stereo unspecified) | i | 0.08
CC(=O)Nc1ccc(OCC(O)Cn2c(C(C)C)nc3ccccc32)cc1 (stereo unspecified) | i | -0.32
CSc1cccc(NC(=O)C2CCCN(S(=O)(=O)c3cccs3)C2)c1 (stereo unspecified) | i | 2.61

In the list so far, these contain two or more sulfur atoms.
SMILES | CHT inh | Kir21 block
O=[N+]([O-])c1cccc(S(=O)(=O)Nc2ccc(S(=O)(=O)NCC3CCCO3)cc2)c1 (stereo unspecified) | i | 1.86
O=C1NC(=S)/C(=C\c2ccc(-c3ccccc3Cl)o2)S1 | i | -1.28
CSc1cccc(NC(=O)C2CCCN(S(=O)(=O)c3cccs3)C2)c1 (stereo unspecified) | i | 2.61

The main list resumes; the 2 compounds before the break are reprinted first.
SMILES | CHT inh | Kir21 block
CC(=O)Nc1ccc(OCC(O)Cn2c(C(C)C)nc3ccccc32)cc1 (stereo unspecified) | i | -0.32
CSc1cccc(NC(=O)C2CCCN(S(=O)(=O)c3cccs3)C2)c1 (stereo unspecified) | i | 2.61
Cc1ccc(C(=O)/C=C/c2ccc3c(c2)OCO3)o1 | i | -0.67
O=C(CSc1n[nH]c(-c2ccco2)n1)Nc1ccc(F)cc1 | i | -0.27
CCOc1cccc(-c2nnc3sc(-c4cc(OC)c(OC)c(OC)c4)nn23)c1 | i | 0.14
O=C(C1CC1)N(CCN(Cc1ccccc1)C(=O)C1CC1)Cc1ccccc1 | i | -1.94
CC1CCN(C(=O)CC(NC(=O)c2ccccc2Cl)c2ccccc2)CC1 (stereo unspecified) | i | 0.89
CC(C)(C)CC(C)(C)NCC(O)COc1c(F)cc(Br)cc1F (stereo unspecified) | -5.53* | .
Cc1sc2ncn(CC(=O)NCCCC(=O)N(C)Cc3ccccc3)c(=O)c2c1C | i | -0.03
COc1ccc(CCNC(=O)Nc2ccccc2[N+](=O)[O-])cc1 | i | -0.73
Cc1nc(C)c(CCNC(=O)c2cccc(Cl)c2)s1 | i | 0.73
OCC[C@@H]1C[C@@H](O)[C@H](O)[C@]2(OCCc3ccccc32)O1 | i | -0.34
CCOC(=O)c1c(NC(=O)CSc2nnc(CNc3ccc(C)cc3C)o2)sc(C)c1C | i | 1.12
O=C(CSc1nnc(-c2ccco2)o1)NC1CC2CCC1C2 (stereo unspecified) | i | 0.06
Cc1ccc(N2C(=O)c3ccc(C(=O)Nc4cccnc4)cc3C2=O)c(C)c1 | i | -0.13
Cc1onc(-c2ccccc2Cl)c1C(=O)c1ccccc1 | i | -6.37*
CC(=O)O[C@@H]1C[C@H]2C(C)(C)C(=O)C=C[C@]2(C)[C@H]2CC[C@@]3(C)[C@H](c4ccoc4)OC(=O)[C@H]4O[C@]43[C@@]21C | i | -0.82
COCCCOc1ccnc(CS(=O)c2nc3ccccc3[nH]2)c1C (stereo unspecified) | i | 0.61&0.65
CCC(=O)c1ccc(N2CCN(C(=O)c3cccs3)CC2)c(F)c1 | i | 1.84
CCc1c(C)nc(SCC(=O)CC(=O)OC(C)C)c(C#N)c1C | i | 1.38
COc1ccc2[nH]c(=O)c(CN(Cc3cccnc3)C(=S)NCC3CCCO3)cc2c1 (stereo unspecified) | i | -1.1
COCCNC(=O)CSc1nnc(-c2ccccc2F)n1Cc1ccccc1 | i | 0.86
Cc1cc(=O)oc2c(C)c(OCC(=O)N3CCN(C(=O)C4COc5ccccc5O4)CC3)ccc12 (stereo unspecified) | i | 1.01
Nc1nonc1C(=O)N/N=C/c1cccc([N+](=O)[O-])c1 | i | 0.35
CCOC(=O)CC(NC(=O)CCS(=O)(=O)c1ccc2c(c1)n(C)c(=O)c(=O)n2C)c1ccc(C)cc1 (stereo unspecified) | i | 0
COC(=O)C1=C(C)OC(N)=C(C#N)C1c1cc(OC)c(OCC(N)=O)cc1Cl (stereo unspecified) | i | 0.59
O=C(Cc1ccc(-c2ccccc2)cc1)NCCN1CCOCC1 | i | -0.9

Additional records follow.
SMILES | CHT inh | Kir21 block
COc1c(S(=O)(=O)NCCN2CCOCC2)ccc(Cl)c1Cl | i | -2.31
CC(=O)c1cn(CC(=O)Nc2c(C)cccc2C)c2ccccc12 | i | -0.76
C/C=C/C(=O)OCC(=O)NC(=O)NC(C)C | i | 1.79
Cc1nc2c(sc(=S)n2Cc2ccco2)c(=O)n1CC(=O)Nc1ccccc1 | i | 0.02
Cc1ccc2nc(NC3=NC(CC(=O)O)C(=O)N3)nc(C)c2c1 (stereo unspecified) | i | 0.83
Cc1cc(=O)[nH]c2ccc(S(=O)(=O)Nc3ccc(O)cc3)cc12 | i | -0.18
Nc1ncc(Br)cc1S(=O)(=O)NCCC(=O)N1CCN(c2ccccc2)CC1 | i | 0.96
CCN(CCCNC(=O)c1ccc(N2CCCC2=O)cc1)c1cccc(C)c1 | i | 1.04
CCCNC(=O)c1nn2cc(Br)cnc2c1Br | i | -0.37
CCC1(c2ccccc2)NC(=O)N(CC(=O)Nc2cc(C(F)(F)F)ccc2N2CCCC2)C1=O (stereo unspecified) | i | -0.68
COc1ccc(N2C(=O)CC(c3ccccc3)C2=O)cc1 (stereo unspecified) | i | -0.51
CCCCn1c(N)c(N(CC(C)C)C(=O)c2ccc(-c3ccc([N+](=O)[O-])cc3)o2)c(=O)[nH]c1=O | i | -0.09
COc1cc(NC(=O)C(C)Oc2ccccc2)cc(OC)c1 (stereo unspecified) | i | 0.52
COCCCNc1nc2ccccc2nc1NS(=O)(=O)c1cccc(Cl)c1 | i | -0.49
Cc1ccccc1-n1nc2c(c1NC(=O)/C=C\c1ccc3c(c1)OCO3)CSC2 | i | -0.38
COc1ccc(CC(=O)N2CCN(c3ccc(F)cc3)CC2)cc1 | i | 1.37
Cc1ccc(S(=O)(=O)n2nc(-c3ccco3)nc2N)cc1 | i | 0.83
Cc1ccc(-c2nnc(SCC(=O)N/N=C/c3ccccc3C(=O)O)n2C2CCCCC2)cc1 | i | 1.04
CCOC(=O)C1=NN(c2ccc(C)cc2)CC1C(=O)OC (stereo unspecified) | i | -0.07
Clc1ccc(N2CCN(/N=C/c3cccnc3)CC2)cc1 | i | 0.27
CC12CCC(C(=O)N(c3ccccc3Cl)C1=O)C2(C)C (stereo unspecified) | i | -0.48
CC(C)NC(=O)NC(=O)COc1ccc(Br)cc1Br | i | 0.24
CCOCCn1c(=O)c2c(nc3n2CCN3c2ccc(C)cc2)n(C)c1=O | i | 0.39
CN(C)c1cc(NC(=O)CNC(C)(C)CC(C)(C)C)c2ccccc2n1 | i | 0.15
COc1ccc(Nc2oc(COc3ccccc3F)nc2C#N)cc1 | i | 0.38

The results go on.
SMILES | CHT inh | Kir21 block
Cc1cccc2nc(Cn3c(=O)n(CCC(=O)NCc4ccco4)c(=O)c4sccc43)cc(=O)n12 | i | -2.1
CCOC(=O)[C@H]1[C@H]2COc3ccc(Cl)cc3[C@@H]2N2C(=O)c3cc(F)c(F)cc3NC(=O)[C@@]12C | i | .
CCC(C)[C@H](NC(=O)NCc1cccc(OC)c1)C(=O)O (stereo partly specified) | i | 1.3
Cc1cc(NC(=O)c2cc3nc(C4CC4)cc(C(F)(F)F)n3n2)no1 | i | 1.16
O=C(O)CCC(=O)N1CCOc2ccc(Cl)cc21 | i | 3.45
O=C(NCCc1ccccn1)c1cc(-c2ccc(Cl)cc2)nc2ccccc12 | i | -0.35
CCN(CC)CC(=O)Nc1cccc(S(=O)(=O)N2CCCC2)c1 | i | 1.25
CC(/C=N/NC(=O)C(O)c1ccccc1)=C\c1ccccc1 (stereo unspecified) | i | -1.06
COc1ccc(S(=O)(=O)N2Cc3ccccc3CC2C(=O)O)cc1 (stereo unspecified) | i | -0.04
O=C(NC1(C(F)(F)F)N=C(c2ccccc2)NC1=O)c1ccccc1F (stereo unspecified) | i | -0.15
O=C(COc1ccc(S(=O)(=O)N2CCOCC2)cc1Cl)NC1CC1 | i | 0.87
COc1cccc(-c2noc(C3CCCN(S(=O)(=O)c4cccc(Cl)c4C)C3)n2)c1 (stereo unspecified) | i | -0.07
CC1=NN2C(=N)/C(=C\c3cc(C)n(-c4cccc(C)c4)c3C)C(=O)N=C2S1 | i | -0.06
COc1ccc(Br)cc1/C=C/C(=O)Nc1ccc2ccccc2c1 | i | 0.24
CN(CCOCCOc1ccc2ccccc2c1)Cc1ccccc1 | i | -7.01*
O=C(c1cccc(Br)c1)N1CCN(S(=O)(=O)N2CCCCCC2)CC1 | i | -0.07
CC(=O)OCC(OC(C)=O)C(OC(C)=O)C(OC(C)=O)C(=O)Nc1ccccc1 (stereo unspecified) | i | 2.46
COc1ccc(OC)c(NC(=O)CCN2CCN(C)CC2)c1 | i | 0.01
CC(C)(C)c1cc(N2CCOCC2)n2ncc(-c3ccc(Cl)cc3)c2n1 | i | -0.34
Cc1cc(SCC(=O)N/N=C/c2ccccc2C(=O)O)c(C)cc1Br | i | 1.6
COc1ccc(N(CC(=O)NC2CCCCC2)C(=O)CCCC(=O)Nc2ccccn2)cc1 | i | 0.19
CCN(C(=O)COC(=O)c1ccc2[nH]c3c(c2c1)CCCC3)C1CCS(=O)(=O)C1 (stereo unspecified) | i | -0.2
O=[N+]([O-])c1ccc(CN2CCN(c3ccc4ccccc4n3)CC2)cc1 | i | 1.73
Cc1cc(C)cc(NC(=O)CCc2c(C)nn(-c3ccc(N4CCCCC4)nn3)c2C)c1 | i | -0.68
CC1CCCC(n2cnc3cc(C(=O)O)ccc32)C1C (stereo unspecified) | i | 0.87

Reprinted from the part before: 5 entries; new compounds follow.
SMILES | CHT inh | Kir21 block
COc1ccc(N(CC(=O)NC2CCCCC2)C(=O)CCCC(=O)Nc2ccccn2)cc1 | i | 0.19
CCN(C(=O)COC(=O)c1ccc2[nH]c3c(c2c1)CCCC3)C1CCS(=O)(=O)C1 (stereo unspecified) | i | -0.2
O=[N+]([O-])c1ccc(CN2CCN(c3ccc4ccccc4n3)CC2)cc1 | i | 1.73
Cc1cc(C)cc(NC(=O)CCc2c(C)nn(-c3ccc(N4CCCCC4)nn3)c2C)c1 | i | -0.68
CC1CCCC(n2cnc3cc(C(=O)O)ccc32)C1C (stereo unspecified) | i | 0.87
CCOC(=O)N1CCN(C(=O)COc2ccccc2OC)CC1 | i | 0.12
CCC1CCCCN1C(=O)CSc1nnc(-c2ccc(OC)cc2)o1 (stereo unspecified) | i | 0.07
O=C(Nc1nc(-c2ccccn2)cs1)c1cccc(-n2cnnn2)c1 | i | 3.03
Cc1ccc(OCC(=O)Nc2cc(S(=O)(=O)N3CCOCC3)ccc2Cl)c([N+](=O)[O-])n1 | i | -0.33
CCCC(=O)Nc1ccc(S(=O)(=O)N2CCOCC2)cc1 | i | -1.42
Cc1cc(C)c(NC2=NCC(=O)N2C2CCCCC2)c(C)c1 | i | -0.17
Cc1ccc(-n2ncc3c2CCCC3NC(=O)CCCN2CCCCC2=O)cc1C (stereo unspecified) | i | -0.83
c1ccc(-c2nc(NC3CCCC3)c3ccccc3n2)cc1 | i | 0.27
CCOC(=O)c1c(NC(=O)CNCCO)sc(C)c1C | i | -1.33
Cc1ccc2c(c1)N(CC(=O)NCc1ccco1)C(=O)CO2 | i | -1.91

Compounds were not picked by outcome; 1.6% or so of the library scored in one or more.
